Bioassay records: PubChem, Broad Institute
INS-1E GSIS act – primary screen for activators of insulin secretion dependent on glucose, INS-1E cells, GLuc reporter luminescence. activation, % at 16.6 µM. INS-1E GLuc reporter insulin secretion, 2-3 h. 370,000 tested, 0.61% active;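 active = lowest replicate activation of at least 40%, so every replicate reaches that level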;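 note: 0% = median of neutral control wells and 100% = median of IBMX positive control wells; some compounds called inactive have numbers as strong as hits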
Statin myotox sup – protects C2C12 myotubes from simvastatin toxicity; ATP luminescence, 48 h; scaled: DMSO 0, geranylgeraniol control 100; rescue of ATP level, % at 7.49 µM; 330,000 tested, 0.78% active; AID 602340;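 active = mean ATP rescue above about 67%, or every replicate alone reaching that limit, limit read from the data, passing the limit was not always enough; inconclusive = no clear call, values can overlap the other calls; inactive = mean under the limit and some replicate under it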;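 note: myotubes were challenged with 10 µM simvastatin during compound exposure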
PGC1a acetyl inh – modulators of PGC1a acetylation. AID 651687. 350,000 tested, 0.17% active. inhibition, % at 15.6 µM. U2OS PGC1a acetylation, AlphaScreen anti-acetyl-lysine; with virally co-expressed GCN5 acetyltransferase;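 active = every replicate shows inhibition of at least 40%; inconclusive = mean inhibition at least 40% but some replicate below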;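 note: 0% = neutral control wells and 100% = positive control wells; some results beyond the cut were filed as inactive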
PAX8 reporter – PAX8 transcriptional activity inhibition. inhibition, % at 12.6 µM. RMG-I TPO-luciferase reporter, SteadyGlo, 24 h. AID 652154. 360,000 tested, 1.2% active;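 active = mean replicate inhibition at least 60% with every replicate also reaching 60%; inconclusive = only one of the two criteria is met; inactive = mean below 60% and not all replicates reaching 60%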;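 note: luciferase light reporting Pax8 driven TPO promoter activity; plate controls were median of neutral control wells for no effect and mitoxantrone controls for full effect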
PglD DTNB – inhibitors of Campylobacter jejuni PglD acetyltransferase. purified PglD enzyme, DTNB colorimetric CoA detection. inhibition, % at 12.5 µM. 360,000 tested, 0.098% active; in the data active = inhibition above about 16%, passing the limit was not always enough; inconclusive = no clear call, values can overlap the other calls; note: strong numbers were not always called active
LGR2 antag – blocks bursicon-induced cAMP signaling via Drosophila LGR2; inhibition, % at 9.99 µM; AID 720647; 380,000 tested, 0.35% active; HEK293 LGR2, CRE-luciferase, bursicon-stimulated, 4 h;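 active = drop in luminescence signal, shown as inhibition above about 50% in the replicate tests, limit read from the data, passing the limit was not always enough; inconclusive = probably only some replicates passing the limit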;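 note: agonist challenge used bursicon conditioned medium at about half maximal strength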
Cneo AK release – causes C. neoformans cell lysis; AID 651654; adenylate kinase release luminescence, 4 h; normalised: neutral wells 0, clomiphene wells 100; lysis activity, % at 15 µM; 360,000 tested, 0.2% active;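 active = mean lysis activity across replicates of at least 80%, whatever share of replicates individually reach that level; inactive = mean lysis activity below 80%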
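Material: C. neoformans cells | Amount: Yeast cell density of 5 × 10^6 cells/mL | Medium: Fresh YPD growth medium | Dosing: Single dose | Times: Static 4 h at 37 °C with compound, 1 h detection | Detection: AK luminescence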
ARNT-TACC3 inh – disruptors of human ARNT/TACC3 interaction | Q9Y6A5 | AlphaScreen His-ARNT PAS-B/GST-TACC3 binding, luminescence; TACC3 fragment carries E629A point mutation | inhibition, % at 9.99 µM | 390,000 tested, 0.66% active | AID 623870;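 active = mean inhibition of replicates at least 50% and at least half of replicates each reaching 50%; inconclusive = half or more replicates reach 50% but mean below 50%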;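 note: 0% = complete ARNT plus TACC3 wells and 100% = ARNT alone without TACC3; many hits fall short of the cut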
Numbers without * were called inactive; ? = inconclusive; · = not tested or not shown; & = joins results of further samples; ! = a repeat was not active.

Assay codes – A = INS-1E GSIS act; B = Statin myotox sup; C = PGC1a acetyl inh; D = PAX8 reporter; E = PglD DTNB; F = LGR2 antag; G = Cneo AK release; H = ARNT-TACC3 inh
> COc1ccc([C@@H]2CC=C(C(=O)O)[C@H](c3ccc(Br)cc3)N2S(=O)(=O)c2ccc(C)cc2)cc1OC
  A: 3; B: 13; C: -6; D: 15; E: -7; F: 7; G: -1; H: 2

> COc1ccc(Nc2nc(N)nc(SCc3nnc(C)s3)n2)cc1
  A: ·; B: -1; C: 4; D: ·; E: -6; F: ·; G: -1; H: 25

> CCOC(=O)c1c(/N=C/N(C)C)sc2c1CCC2
  A: ·; B: 8; C: 8; D: 10; E: 1; F: ·; G: -2; H: 3

> CN1C(=O)c2cc(NC(=O)c3cnccn3)ccc2OC[C@H]2O[C@@H](CC(=O)O)CC[C@@H]21
  A: -7; B: 14; C: 6; D: -34; E: -2; F: 3; G: 1; H: 7

> CC(C)c1nnc(N2C(=O)c3oc4ccccc4c(=O)c3C2c2ccco2)s1 (configuration not stated)
  A: -5; B: -1; C: 2; D: ·; E: 2; F: 2; G: 3; H: -1

> O=C1Nc2ccc(S(=O)(=O)N3CCCCCC3)c3cccc1c23
  A: 13; B: 7; C: -2; D: 5; E: -5; F: 9; G: 0; H: ·

> COc1cccc(CN2C[C@@H]3N[C@H](C2)C3c2ccc(-c3ccccc3OC)cc2)c1 (some centres not stated)
  A: 82*!; B: ·; C: -25&-58; D: ?; E: ·; F: 9&1; G: ·; H: ·

> COCCN(C)Cc1nc(C(c2ccccc2)c2ccccc2)no1
  A: ·; B: -2; C: ?; D: 10; E: -1; F: ·; G: 0; H: -4

> NC(=O)c1ccc(NC(=O)c2ccccc2S(=O)(=O)c2ccccc2[N+](=O)[O-])cc1
  A: 3; B: ·; C: ·; D: 23; E: ·; F: -2; G: ·; H: -5

> Cc1cc2c(cc1S(=O)(=O)N1CCN(c3ccccc3)CC1)OCCN2C
  A: ·; B: 11; C: -15; D: 6; E: 7; F: 4; G: 3; H: ·

> Cc1ccc(NC(=O)CSCC(=O)OCc2cc(=O)oc3cc(O)ccc23)c(C)c1
  A: -1; B: 16; C: ·; D: -14; E: -1; F: 14; G: -4; H: 0

> CNC(=S)NNC(=O)c1ccc2c(c1)OCO2
  A: 4; B: ·; C: ·; D: -3; E: ·; F: 3; G: ·; H: 1

> Cc1cc(S(=O)(=O)n2cnc3cc([N+](=O)[O-])ccc32)ccc1Cl
  A: -3; B: 10; C: -3; D: 0; E: 4; F: 5; G: -3; H: -12

> Cc1noc(C)c1S(=O)(=O)NC(=O)C1(C)CCN1C(=O)c1ccccc1CCc1ccccc1 (configuration not stated)
  A: -10; B: -36; C: 15; D: -11; E: -4; F: -17; G: -2; H: ·

> COc1ccc(CN(C)C[C@H]2Oc3ccc(NC(=O)Cn4cnnn4)cc3C(=O)N([C@H](C)CO)C[C@H]2C)cc1
  A: 1; B: -4; C: 14; D: -11; E: 3; F: 3; G: 0; H: 9

> Cc1cc(=O)[nH]c(SCC(=O)NCCC2=CCCCC2)n1
  A: 6; B: 3; C: 5; D: -8; E: -1; F: 3; G: 1; H: -2

> Cc1cccc(N2CCN(C(=O)CCC(=O)N3CC(C)Oc4ccc(C)cc43)CC2C)c1 (configuration not stated)
  A: -24; B: 5; C: 0; D: -25; E: -9; F: 3; G: 0; H: 15

> Cc1ccc(N(CCC#N)C(=O)COC(=O)c2cc(C)no2)cc1
  A: -1; B: 8; C: ·; D: -5; E: ·; F: -7; G: ·; H: -1

> C[C@@H]1CN([C@H](C)CO)C(=O)Cc2cc(NS(=O)(=O)c3ccc(Cl)cc3)ccc2O[C@@H]1CN(C)S(=O)(=O)c1ccc(F)cc1
  A: -1; B: 22; C: -1; D: 19; E: -1; F: -14; G: -4; H: -1

> O=C(CSc1n[nH]c(-c2ccccc2Cl)n1)NCc1cccc(C(=O)O)c1
  A: 8; B: 1; C: 2; D: 5; E: 2; F: -23; G: -2; H: ·

> CC(C)(C)N(NC(=O)OCc1ccccc1)C(=O)c1ccccc1
  A: 5; B: ·; C: ·; D: 13; E: -1; F: -6; G: -1; H: -5

> Cc1cccc(S(=O)(=O)N[C@@H]2CC[C@@H](CCn3cc(-c4ccccn4)nn3)O[C@@H]2CO)c1
  A: 2; B: 3; C: -9; D: 6; E: -3; F: 5; G: -3; H: 98*

> OC[C@@H]1[C@H](c2ccc(/C=C/c3ccccc3)cc2)[C@H]2CN(Cc3cncnc3)CCCCN12
  A: -4; B: ·; C: 5; D: -64; E: 3; F: -20; G: 44; H: 7

> Cc1ccc(C(=O)Cc2nc3ccccc3[nH]2)cc1
  A: 4; B: 1; C: 5; D: -151; E: 3; F: -51; G: -4; H: 8

> O=C(CCS(=O)(=O)c1ccccc1)N1CCN(c2ccccc2F)CC1
  A: 4; B: 11; C: ·; D: -159; E: 2; F: -22; G: 0; H: -3

> CCOc1ccc(N2C(=O)CC(Cc3ccc(Br)cc3)C2=O)cc1 (configuration not stated)
  A: -9; B: -1; C: 71*; D: 6; E: 2; F: 19; G: -1; H: -4

> Cc1cccc(C)c1OCC(=O)N1CC2(C)CC1CC(C)(C)C2 (configuration not stated)
  A: ·; B: 3; C: -15; D: 7; E: -1; F: ·; G: -2; H: -29

> CCN(CC)S(=O)(=O)c1ccc(C(=O)Nc2cc(S(=O)(=O)N3CCOCC3)ccc2N2CCN(C)CC2)cc1
  A: -4; B: -1; C: 5; D: 9; E: 1; F: -4; G: -1; H: 9

> CCOC(=O)CN1C(=O)CSc2ccc(S(=O)(=O)N3CCOCC3)cc21
  A: 9; B: 2; C: -2; D: -5; E: -1; F: -18; G: 1; H: -8

> COc1ccc(NC(=O)N(C)C[C@@H]2Oc3c(NC(=O)Nc4ccccc4)cccc3C(=O)N([C@@H](C)CO)C[C@H]2C)cc1
  A: 6; B: 24; C: -4; D: 20; E: -3; F: 3; G: 3; H: 5

A different layout for some results above:
canonical_smiles	INS-1E GSIS act	Statin myotox sup	PGC1a acetyl inh	PAX8 reporter	PglD DTNB	LGR2 antag	Cneo AK release	ARNT-TACC3 inh
OC[C@@H]1[C@H](c2ccc(/C=C/c3ccccc3)cc2)[C@H]2CN(Cc3cncnc3)CCCCN12	-4	·	5	-64	3	-20	44	7
Cc1ccc(C(=O)Cc2nc3ccccc3[nH]2)cc1	4	1	5	-151	3	-51	-4	8
O=C(CCS(=O)(=O)c1ccccc1)N1CCN(c2ccccc2F)CC1	4	11	·	-159	2	-22	0	-3

More structures:
Assay codes – A = INS-1E GSIS act; B = Statin myotox sup; C = PGC1a acetyl inh; D = PAX8 reporter; E = PglD DTNB; F = LGR2 antag; G = Cneo AK release; H = ARNT-TACC3 inh
> COc1ccc(NC(=O)N(C)C[C@@H]2Oc3c(NC(=O)NC(C)C)cccc3C(=O)N([C@@H](C)CO)C[C@@H]2C)cc1
  A: 15; B: -10; C: 0; D: -5; E: 3; F: -11; G: 0; H: -9

> C[C@H](CO)N1C[C@H](C)[C@H](CN(C)S(=O)(=O)c2cn(C)cn2)OCCCC[C@H](C)Oc2ccc(NC(=O)Nc3ccc4c(c3)OCO4)cc2C1=O
  A: -1; B: ·; C: 5; D: ·; E: -1; F: -11; G: 2; H: 1

> Cc1cc(C)nc(N(C#N)Cc2ccccc2C)n1
  A: 12; B: ·; C: -9; D: 9; E: -7; F: -25; G: 1; H: -8

> O=C(C[C@H]1CC[C@@H]2[C@H](COC[C@@H](O)CN2Cc2cc(F)cc(F)c2)O1)NCc1cccc(F)c1
  A: -7; B: -2; C: -17; D: 0; E: -4; F: -7; G: -3; H: -11

> Cc1cc(NC(=O)CSc2cn(C)c3ccccc23)no1
  A: ·; B: -3; C: -8; D: 15; E: -3; F: ·; G: -3; H: ·

> Cc1cc(NC(=O)c2ccc(-c3ccc(F)c(Cl)c3)o2)no1
  A: -20; B: ·; C: ·; D: -34; E: ·; F: -18; G: ·; H: -9

> CCC(CNC(=O)c1c(C)nn(-c2ccccc2)c1Cl)c1ccccc1 (configuration not stated)
  A: -49; B: -28; C: ·; D: 23; E: 8; F: 15; G: 0; H: -20

> Brc1ccccc1CN1CCC(N2CCCCC2)CC1
  A: ·; B: ·; C: 4; D: ·; E: -1; F: ·; G: -1; H: 1

> CCC(C)NC(=O)c1cc2cc3ccc(OC)cc3nc2s1 (configuration not stated)
  A: ·; B: -32; C: -2; D: -106; E: -2; F: ·; G: -2; H: 2

> COc1ccc(CCN2CC(C(=O)NCc3nc4ccccc4n3C)CCC2=O)cc1 (configuration not stated)
  A: 17; B: -6; C: ·; D: 10; E: 0; F: 4; G: -2; H: -3

> C#CC(CC)(CC)NC(=O)c1ccc(Br)s1
  A: 11; B: -7; C: ?; D: 9; E: -1; F: 18; G: -5; H: -5

> CCCC(O)C#Cc1cnc2c(c1)C(=O)N([C@H](C)CO)C[C@H](C)[C@H](CN(C)C(=O)Nc1ccc3c(c1)OCO3)O2 (some centres not stated)
  A: -18; B: -10; C: 10; D: 5; E: -2; F: 34; G: 0; H: 7

> Cc1ccc(C(=O)c2coc3ccc(OCC(=O)O)cc23)cc1
  A: 2; B: -5; C: -7; D: ·; E: 8; F: 0; G: -2; H: -8

> Cn1c(SCC(=O)N2CCCc3ccccc32)nc2ccccc2c1=O
  A: ·; B: 25; C: -3; D: ·; E: -4; F: ·; G: 1; H: -12

> Cc1cccnc1NC(=O)CSc1ncnc2sc(C)c(C)c12
  A: 0; B: -3; C: -10; D: 19; E: -11; F: 4; G: -7; H: -7

> CC(C)C1N=C2c3ccccc3N=C(SCC(=O)c3ccc(O)c(O)c3)N2C1=O (configuration not stated)
  A: ·; B: -4; C: -15; D: ·; E: 1; F: ·; G: 7; H: 4

> Cc1ccc(S(=O)(=O)N(C)C[C@H]2OCCCC[C@H](C)Oc3ccc(NC(=O)Nc4ccc(C(F)(F)F)cc4)cc3C(=O)N([C@@H](C)CO)C[C@H]2C)cc1
  A: 20; B: ·; C: -1; D: -5; E: 3; F: -6; G: 0; H: 1

> O=C(Cc1ccccc1)NNC(=O)c1ccc(Br)o1
  A: ·; B: 3; C: ·; D: ·; E: -1; F: -2; G: 1; H: -6

> COc1ccc(NC(=O)N(C)C[C@@H]2OCCCC[C@H](C)Oc3ccc(NC(=O)Nc4ccccc4)cc3C(=O)N([C@@H](C)CO)C[C@@H]2C)cc1
  A: -1; B: ·; C: -10; D: 13; E: 0; F: 20; G: 8; H: 2

> CO[C@@H]1CN(C)C(=O)c2ccc(NS(C)(=O)=O)cc2OC[C@H](C)N(CCC(F)(F)F)C[C@H]1C
  A: 4; B: 7; C: 4; D: -23; E: -1; F: -4; G: 1; H: 9

> CCCn1c(N)c(N(CCOC)C(=O)c2ccc(F)cc2)c(=O)[nH]c1=O
  A: 0; B: 30; C: 20; D: -4; E: -3; F: -3; G: 3; H: 5

> O=C(O)c1ccccc1NC(=O)N1CCOCC1
  A: -3; B: ·; C: ·; D: 2; E: ·; F: -4; G: ·; H: -1

> CNC(=O)C[C@@H]1CC[C@H]2[C@@H](COc3ccc(NS(=O)(=O)c4ccccc4C)cc3C(=O)N2C)O1
  A: -1; B: 17; C: 9; D: -12; E: -2; F: -2; G: 4; H: -28

> CCOC(=O)CNC(=O)CSc1nnc(-c2cccc(C)c2)n1-c1ccc(OC)cc1
  A: ·; B: ·; C: -3; D: ·; E: 0; F: ·; G: 0; H: -3

> COP(C)(=O)c1c(C)nn(-c2ccccc2)c1C (configuration not stated)
  A: ·; B: -9; C: 1; D: ·; E: -4; F: ·; G: -2; H: -6

> COc1ccc(-n2nnnc2SCC(=O)Nc2cc(OC)c([N+](=O)[O-])cc2C)cc1
  A: 8; B: ·; C: 4; D: 22; E: ·; F: 49; G: ·; H: 26
